IL2 activator = activates IL-2 in a cell-based reporter assay; IL-2 activation reporter assay, cell-based qHTS; stimulated with anti-CD3/CD4/CD28 beads; in transgenic mouse T cells; activation, % (series mostly up to about 46 µM); 360,000 compounds, 0.065% hits; AID 652025; in the data active means activation above about 50%; inconclusive means mostly about 30% to 49%; further: 0% is about no effect
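Unstimulated transgenic mouse T cells; 60-min compound exposure; bead-based TCR/CD4/CD28 stimulation; 18 h culture, 37 degrees C; dual fluorescence (EGFP, DsRed) plate cytometry.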
HepG2 tox = counter-screen for TGF-b inhibitors: cytotoxicity in HepG2 cells. HepG2 CAGA-GFP viability, ATP luminescence, 18 h. 410,000 compounds, 0.76% hits. Potency, µM (highest dose often 46.1 µM), for inactives: at the highest dose activity change, negative = cytotoxicity, actives largely listed as cytotoxic; further: potency means the concentration at half of the fitted maximal effect; some results filed as inactive show a strong effect at the top dose
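CellTiter-Glo luminescence gave cytotoxicity after 18 hours at 37 degrees C. The cells were HepG2 CAGA-GFP in 1% FBS DMEM, stimulated with 500 pg/mL TGF-beta after compound addition. %Activity was normalised to no-cell wells (complete cell-killing) and DMSO (no toxicity), and curves were fitted and classified.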
Nrf2 ARE act = activators of Nrf2 (ARE) signaling. Potency, µM (series often up to 46.1 µM), for the others: at the top dose activation, actives largely listed as activators. AREc32 ARE-luciferase reporter (MCF7-derived line), luminescence, 24 h. 410,000 compounds, 0.31% hits. AID 624171; further: potency means the concentration at half of the fitted maximal effect; % of control where 0% means no effect; nearly all actives have a fitted effect of over 65% in size
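AREc32_Fluc, 1000 cells/well, OPTI-MEM + 5% FBS, o/n 37 deg C 5% CO2; 23 nL cpd by pin tool, 24 hr; Steady-Glo 30 min RT, luminescence.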
TGFb inhibitor = inhibitors of TGF-b signaling; HepG2 CAGA-GFP TGF-b/SMAD3 reporter, GFP fluorescence, 18 h; TGF-beta stimulated, 500 pg/mL final; 410,000 compounds, 1.2% hits; Potency, µM (doses to about 46.1 µM), without a hit: at the highest dose activity, negative = inhibition, most hits filed as inhibitors; further: potency means the concentration at half of the fitted maximal effect; on the % scale 0 is the no-effect control and ±100 the full control effect; nearly all actives have a fitted effect of over 65% in size
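First, reporter cells (HEPG2 CAGA-GFP) rested 2 h at 37 degrees C. Next, compounds were pinned in and TGF-beta added to 500 pg/mL final. After 18 h, GFP was imaged per cell and summed per well.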
EPAC2 ag = activates human EPAC2 exchange factor | Q8WZA2 | EPAC2 activation, biochemical qHTS; response scale: 100% = 6.5 mM cAMP response | Potency, µM (top dose mostly 154 µM), without a hit: at the highest dose activation, usual class: activators | 360,000 compounds, 0.079% hits | AID 720711; further: potency means the concentration at half of the fitted maximal effect; nearly all actives have a fitted effect of over 50% in size
Target sequence (Q8WZA2 whole entry, looked up): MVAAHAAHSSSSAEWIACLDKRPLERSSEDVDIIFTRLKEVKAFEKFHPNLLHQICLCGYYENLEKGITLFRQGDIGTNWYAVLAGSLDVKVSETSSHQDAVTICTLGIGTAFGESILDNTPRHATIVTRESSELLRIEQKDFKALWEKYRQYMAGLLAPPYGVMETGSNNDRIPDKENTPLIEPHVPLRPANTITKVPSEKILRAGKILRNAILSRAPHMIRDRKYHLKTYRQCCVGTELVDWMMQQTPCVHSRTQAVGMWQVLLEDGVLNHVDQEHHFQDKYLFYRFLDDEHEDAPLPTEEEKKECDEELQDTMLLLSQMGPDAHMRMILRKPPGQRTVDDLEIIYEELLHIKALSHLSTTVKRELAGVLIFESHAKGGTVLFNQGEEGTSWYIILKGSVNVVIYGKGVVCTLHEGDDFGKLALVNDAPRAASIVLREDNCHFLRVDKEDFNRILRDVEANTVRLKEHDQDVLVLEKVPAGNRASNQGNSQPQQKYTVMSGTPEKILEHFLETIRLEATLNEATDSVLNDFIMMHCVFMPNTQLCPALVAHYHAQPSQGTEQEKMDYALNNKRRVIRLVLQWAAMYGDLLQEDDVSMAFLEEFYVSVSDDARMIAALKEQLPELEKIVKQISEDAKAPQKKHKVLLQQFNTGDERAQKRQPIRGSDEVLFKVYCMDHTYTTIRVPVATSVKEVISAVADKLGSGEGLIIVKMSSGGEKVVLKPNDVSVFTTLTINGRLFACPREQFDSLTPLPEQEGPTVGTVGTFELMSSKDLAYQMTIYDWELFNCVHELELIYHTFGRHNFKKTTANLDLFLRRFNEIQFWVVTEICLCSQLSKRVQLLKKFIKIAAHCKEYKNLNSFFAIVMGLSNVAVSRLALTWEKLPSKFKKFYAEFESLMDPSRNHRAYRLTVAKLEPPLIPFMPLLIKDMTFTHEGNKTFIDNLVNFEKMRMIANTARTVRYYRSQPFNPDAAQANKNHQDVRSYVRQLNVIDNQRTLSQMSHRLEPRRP
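Compounds were added across a concentration range to EPAC2 (100 nM), RAP1B-BODIPY-GDP (250 nM) and GDP (50 uM). After 5 min at room temperature, fluorescence was recorded at 5-min intervals for 30 min.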
S2 tox = reduces viability in counter-screen for ATXN expression inhibitors. S2 cells (HEK-293 line with an ATXN2-luciferase reporter) viability, CellTiter-Fluor protease fluorescence, 24 h. Potency, µM (series often up to 56.7 µM), actives largely listed as cytotoxic. 400,000 compounds, 0.49% hits. AID 651635; further: potency means the concentration at half of the fitted maximal effect; nearly all actives have a fitted effect of over 40% in size
ATXN2 expr inh = ATXN2 expression inhibition; HEK-293 ATXN2-luciferase reporter, luminescence, 24 h; Potency, µM (top dose mostly 57 µM), inactives show top-dose activity change, negative = inhibition, most hits filed as inhibitors; 360,000 compounds, 0.72% hits; further: potency means the concentration at half of the fitted maximal effect; on the % scale 0 is the no-effect control and ±100 the full control effect; nearly all actives have a fitted effect of over 55% in size
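qHTS (up to 57 uM final) was run with 24 h compound exposure of reporter cells at 37 °C. Each well was multiplexed: SteadyGlo luminescence measured ATXN2-luciferase expression after a fluorogenic Gly-Phe-AFC viability readout (25 uM final).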
A549 tox = kills or reduces viability of A549 cells in Nrf2 counter-screen | A549 ARE-Fluc cells, CellTiter-Fluor viability, 18-24 h | Potency, µM (highest dose often 46 µM), inactives show at the highest dose activity change, negative = cytotoxicity, most hits filed as inhibitors | 390,000 compounds, 0.16% hits; further: potency means the concentration at half of the fitted maximal effect; on the % scale 0 is the no-effect control and ±100 the full control effect
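A549 ARE_Fluc cells in 5% FBS OPTI-MEM were exposed to compounds in concentration-response for 18-24 h at 37 deg C. Viability was read by CellTiter-Fluor fluorescence (Ex 405/Em 525) after 30 min, before the luciferase read.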
Nrf2 block = inhibitors of Nrf2 signaling; 360,000 compounds, 2.1% hits; A549 ARE-Fluc reporter, luciferase luminescence, 18-24 h; AID 504444; Potency, µM (series often up to 46 µM), inactives show at the top dose activity change, negative = inhibition, actives largely listed as inhibitors; further: potency means the concentration at half of the fitted maximal effect; on the % scale 0 is the no-effect control and ±100 the full control effect; nearly all actives have a fitted effect of over 60% in size
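A549 ARE_Fluc cells (5000/well, 5% FBS OPTI-MEM) pre-incubated 2 h, then treated with compounds 18-24 h at 37C/5% CO2 in concentration-response. CellTiter-Fluor viability read first; BugLite luciferase luminescence after 15 min at room temperature gives Nrf2 activity.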
An asterisk follows results filed as active; i = inactive; ? = inconclusive; nt = not tested or not shown; & = joins results of further samples; [ ] = remark or other dose. Unless noted, the call rests on the fitted dose curve; in most records, active means well fitted curve in the direction sought with a large enough effect; inconclusive means small, poorly fitted or top-dose-only effect, or another doubt; inactive means no such curve, though single readings can be large; an effect the other way counts as inactive or inconclusive.

SMILES	IL2 activator	HepG2 tox	Nrf2 ARE act	TGFb inhibitor	EPAC2 ag	S2 tox	ATXN2 expr inh	A549 tox	Nrf2 block
COc1ccc(Cl)cc1NC(=O)CSc1nc(=O)[nH]c2c1CCCC2	nt	-3%	0.7%	-18%	nt	nt	nt	1%	nt
CCN(Cc1ccccc1)C(=O)CCNS(=O)(=O)c1cc(Br)cnc1N	0.5	-2%	-0.3%	-23%	-2%	i	-20%	0%	-25%
CCOCCCNC(=S)N1CCN(c2nc(-c3ccccc3)cs2)CC1	0.2	-33%	0.2%	?	27%	i	?	-16%	16µM*
COc1cccc(C(O)c2nc(-c3cccc(C#N)c3)cs2)c1 (stereo not given)	1.0	-1%	0.5%	6%	14%	i	-15%	nt	nt
COc1ccc(CNC(=O)CSc2nc3ccc(C)cc3[nH]2)cc1OC	0.1	1%	-0.6%	6%	16%	i	19%	-8%	-8%
O=C(CN1CCOCC1)Nc1ccc(C2CCCCC2)cc1	0.7	-1%	2.3%	-2%	-3%	i	36%[activator]	-3%[1.84 µM]	?
COCCNC(=O)C1(C)CCCN(Cc2cc(-c3ccccc3)n(C)n2)C1 (stereo not given)	-0.1	-1%	-0.1%	8%	9%	i	13%	nt	nt
c1ncn(C23CC4CC(CC(C4)C2)C3)n1	-0.6	3%	-0.3%	3%	-1%	i	6%	-2%	6%
COc1ccc(OC)c(CCNC(=O)CCc2nnc3ccc(N4CCOCC4)nn23)c1	-3.2	0%	-0.1%	-1%	2%	i	18%	2%	4%
CN(C)c1ccnc(Nc2ccccc2)c1C#N	0.7	0%	-0.1%	-6%	-2%	i	7%	-14%	-22%
COc1ccc(C(C)=O)cc1COC(=O)C1CC(=O)N(Cc2ccccc2)C1 (stereo not given)	0.6	7%	-0.3%	1%	-1%	i	3%	3%	14%
C#CCOc1ccc(-c2nnc(Nc3ccc(NC(C)=O)cc3)c3ccccc23)cc1	nt	-25%	7.3%	-15%	nt	?	-18%	-1%	?
CN(CC(=O)Nc1ccc(Cl)c(C(F)(F)F)c1)C(=O)C1(c2ccccc2)CC1	-4.3	-24%	-0.5%	?	1%	i	-12%	1%	?
c1cncc(-c2nnc3n2C2(CCCCC2)Cc2ccccc2-3)c1	-1.2	3%	3.0%	-1%	4%	i	-7%	0%	9%
Nc1nc(-c2ccccc2)c(CCCOc2ccc(NC(=O)CBr)cc2)c(=O)[nH]1	-0.7	-10%	17%	-34%	6%	nt	-6%	-8%	-3%
COc1ccnc2c1c(=O)n(Cc1cccc(F)c1)c(=O)n2C	1.5	-6%	-0.5%	-8%	14%	i	nt	-2%	1%
Nc1nonc1C(=O)NCCN=Cc1ccccc1O	0.5	9%	-0.4%	-1%	4%	i	-2%	6%	6%
COc1ccc(OCCOCCN2CCOCC2)cc1	-2.4	-42%	-0.2%	-4%	6%	i	6%	-2%	-16%
COc1ccc(S(N)(=O)=O)cc1C(=O)OCCCOC(=O)c1cc(S(N)(=O)=O)ccc1OC	1.9	2%	-1.0%	0%	-5%	i	8%	-2%	-4%
C=CCN(c1ccccc1)S(=O)(=O)c1ccc2c(c1)NC(=O)C(C)S2 (stereo not given)	-1.4	-8%	0.6%	-3%	24%	i	8%	-2%	-10%
CSc1ncnc2c1ncn2CCCNCCCc1ccccc1	-0.6	-16%	0.6%	-5%	6%	i	-8%	nt	nt
Cn1cc(C(=O)Nc2ccc(Cl)cc2)c(C(F)(F)F)n1	0.3	-20%	2.8%	4%	12%	i	nt	-3%	-18%
Cc1nnc(NC(=O)CSc2nc3[nH]ncc3c(=O)[nH]2)s1	-2.4	9%	15%	?	7%	i	nt	1%	-16%
CCOc1ccccc1C(=O)NC(C(=O)Nc1cccnc1)C(C)C (stereo not given)	-0.1	-13%	0.2%	-15%	7%	i	-18%	3%	-9%
CCOC(=O)C1=C(C)N=c2s/c(=C\c3ccncc3)c(=O)n2C1c1ccc2c(c1)OCO2 (stereo not given)	-0.5	-8%	?	-1%	-12%	i	-8%	-1%	nt

Pulled by structure from the list above:
SMILES	IL2 activator	HepG2 tox	Nrf2 ARE act	TGFb inhibitor	EPAC2 ag	S2 tox	ATXN2 expr inh	A549 tox	Nrf2 block
COc1ccc(S(N)(=O)=O)cc1C(=O)OCCCOC(=O)c1cc(S(N)(=O)=O)ccc1OC	1.9	2%	-1.0%	0%	-5%	i	8%	-2%	-4%
COCCNC(=O)C1(C)CCCN(Cc2cc(-c3ccccc3)n(C)n2)C1 (stereo not given)	-0.1	-1%	-0.1%	8%	9%	i	13%	nt	nt

(listing goes on)
SMILES	IL2 activator	HepG2 tox	Nrf2 ARE act	TGFb inhibitor	EPAC2 ag	S2 tox	ATXN2 expr inh	A549 tox	Nrf2 block
N#C/C(=C\c1ccc(-c2ccc(C(=O)O)cc2)o1)c1nc2ccccc2[nH]1	?	-1%&-23%	6.8%&18%	9%&51%	?	i	49%[activator][11.3 µM]	2%&5%	?
COc1ccc(CNCCSc2nnnn2-c2ccccc2)c(OC)c1	nt	-33%	0.4%	-4%	nt	i	-21%	13%	14%
COc1ccc(-c2nc(Cn3c(SCc4ccccc4F)nc4cccnc43)c(C)o2)cc1	nt	-19%	-1.1%	-7%	nt	nt	nt	-25%	?
CC1=CC=CC2=NC(=O)CC(C)(C(=O)N(CC(=O)NC3CCCC3)c3ccc(F)cc3)N12 (stereo not given)	-0.9	4%	-0.6%	18%	2%	i	0%	-1%	5%
CC(=O)c1c(C)[nH]c(C(=O)NCC2CCCCC2)c1C	-0.7	11%	3.1%	-7%	-7%	i	31%	1%	?
Clc1ccc2[nH]c3c(c2c1)CCc1cn[nH]c1-3	-0.2	-25%	14%	?	17%	i	3%	-16%	-16%
Nc1ncc(-c2ccc(F)cc2)nc1N1CCN(CCO)CC1	-0.3	-8%	-0.8%	26%	10%	i	-6%	nt	nt
CC(C)(C)OC(=O)N1CCCC1C(=O)NC1COC2CC(n3cc(F)c(=O)[nH]c3=O)OC12 (stereo not given)	nt	-1%	nt	-1%	nt	nt	nt	-2%	19%
CNc1cccccc1=S	0.9	0%	0.5%	-8%	0%	i	2%	-14%	2%
CCOc1ccc(CNC(=O)CCS(=O)(=O)Cc2ccc(C)cc2)cc1OC	0.4	5%	-0.7%	-6%	8%	i	-27%	-10%	-6%
Cc1cc(C)c(C(=O)CSc2nnc(-c3cccnc3)n2C)c(C)c1	-0.1	-25%	-0.7%	3%	13%	i	9%	8%	nt
N#Cc1ccccc1NC(=O)C(=O)NCCc1csc(-c2ccc(C(F)(F)F)cc2)n1	nt	11%	-0.4%	16%	nt	nt	nt	-1%	nt
CCCCN(C(=O)c1cccc(S(=O)(=O)N2CCN(C)CC2)c1)c1c(N)n(CCC)c(=O)[nH]c1=O	-1.8	-1%	-0.2%	?	-1%	i	10%	-11%	10%
CCC(Sc1nncn2c1cc1occc12)C(=O)Nc1ccc(C)c(Cl)c1 (stereo not given)	nt	-46%	6.9%	?	nt	nt	nt	-9%	?
CC(=NCc1ccco1)C1=C(O)c2ccccc2C1=O	-1.7	-31%	21%	-2%	12%	i	13%	-1%	6%
Cn1c(=O)c2c(ncn2CC(=O)N2CCCCCC2)n(C)c1=O	-2.5	2%	-0.3%	1%	11%	i	11%	1%	7%
O=c1[nH]c2ccccc2cc1CN(c1ccccc1)S(=O)(=O)c1ccccc1	-1.5	13%	1.3%	-11%	3%	i	1%	10%	9%
C=CCn1c(SCC(=O)NC2CC2)nnc1-c1ccccn1	1.4	7%	-0.8%	7%	-1%	i	11%	-2%	9%
CSc1ncnc2[nH]ccc12	0.7	2%	-0.1%	21%	-7%	i	1%	3%	-8%
Clc1ccc(OCCSc2nnnn2C2CCCCC2)cc1	1.2	12%	0.0%	12%	24%	i	30%	-1%	?
CCOC(=O)Cc1ccc(NC(=O)N(Cc2ccc(CC)cc2)Cc2cn[nH]c2-c2ccc(OC)cc2)cc1	nt	-35%	-2.2%	?	nt	nt	nt	20%	1%
COc1cccc(NC(=O)COC(=O)CCC2CCCC2)c1	0.8	0%	0.0%	14%	6%	i	4%	-2%	6%
Cn1c(SCC(=O)c2ccccc2)nnc1-c1cccnc1	-0.2	1%	2.4%	-4%	10%	i	0%	nt	9%
CC(=O)C1=C(O)C(=O)N(CC#N)C1c1cccs1 (stereo not given)	-2.3	12%	-0.7%	1%	8%	i	5%	8%	10%
C#CCNC(=O)C1=C[C@@H](c2ccccc2)[C@H](CCCO)[C@@H](OCC)O1	1.9	5%	0.1%	18%	4%	i	5%	2%	-6%
COCCNC(=S)NNC(=O)c1cc(C2CC2)nc2ccccc12	-1.2	5%	-0.2%	-1%	5%	i	2%	0%	-14%

One compound at a time (already shown).
`CC(=O)C1=C(O)C(=O)N(CC#N)C1c1cccs1` (stereo not given) is listed with IL2 activator = -2.3; HepG2 tox = 12%; Nrf2 ARE act = -0.7%; TGFb inhibitor = 1%; EPAC2 ag = 8%; S2 tox = i; ATXN2 expr inh = 5%; A549 tox = 8%; Nrf2 block = 10%
`COc1ccc(Cl)cc1NC(=O)CSc1nc(=O)[nH]c2c1CCCC2` is listed with IL2 activator = nt; HepG2 tox = -3%; Nrf2 ARE act = 0.7%; TGFb inhibitor = -18%; EPAC2 ag = nt; S2 tox = nt; ATXN2 expr inh = nt; A549 tox = 1%; Nrf2 block = nt
`CCC(Sc1nncn2c1cc1occc12)C(=O)Nc1ccc(C)c(Cl)c1` (stereo not given) is listed with IL2 activator = nt; HepG2 tox = -46%; Nrf2 ARE act = 6.9%; TGFb inhibitor = ?; EPAC2 ag = nt; S2 tox = nt; ATXN2 expr inh = nt; A549 tox = -9%; Nrf2 block = ?

Bioassay records as filed in PubChem.
